# Compound activity: PubChem, NCI
# All columns: NCI-60 one-dose screen, growth in % after 48 h at 10 µM unless noted; 100 = growth as untreated, 0 = no growth, -100 = all killed.
# MDA-MB-435 – MDA-MB-435 melanoma; 82,000 compounds, 7.8% hits
# MDA-MB-231 – MDA-MB-231 breast cancer. 81,000 compounds, 5% hits
# MCF7 – MCF7 breast cancer. 82,000 compounds, 6.3% hits
# SR – SR leukemia cells | 73,000 compounds, 8.7% hits
# MDA-MB-468 – MDA-MB-468 breast cancer; 78,000 compounds, 8.5% hits
# K-562 – K-562 leukemia; 78,000 compounds, 7.4% hits; AID 1794777
# MOLT-4 – MOLT-4 leukemia cells; 80,000 compounds, 6.9% hits; AID 1794779
# RPMI-8226 – RPMI-8226 leukemia cells. 77,000 compounds, 7.5% hits. AID 1794781
# Active calls of the source: *; . = not tested or not shown; & = joins results of further samples; [ ] = remark or other dose. How the source made its calls: active means growth percent below 10; inactive means the rest.
No.	SMILES	MDA-MB-435	MDA-MB-231	MCF7	SR
1	N#Cc1cccc(C2C3=C(COC3=O)N(CCO)c3cc4c(cc32)OCO4)c1 (stereo not given)	0.4*	59	22	15
2	COc1cccc(-c2nn(-c3ccccc3)cc2-c2ccnc(-c3cccnc3)c2)c1	98	87	87	75
3	N#C/C(=C\c1ccc([N+](=O)[O-])cc1)c1ccccc1	89	96	79	98
4	COc1cc(C2C(C#N)=C(N)N(c3ccc(F)cc3F)C3=C2C(=O)CC(C)(C)C3)cc(Br)c1O (stereo not given)	106	97	89	.
5	CC1(C)OC2C(CO)OC(n3cnc4c(=S)nc(N)[nH]c43)C2O1 (stereo not given)	106	102	96	69
6	COc1ccc(S(=O)(=O)NCCCNc2nccc(-c3[nH]c(-c4ccccc4)nc3-c3ccc(F)c(O)c3)n2)cc1	71	84	104	77
7	Cc1ccc([N+](=O)[O-])c(O)c1	103	108	95	75
8	O=S(Cc1cc2c(cc1Br)OCO2)c1ccccc1 (stereo not given)	105	110	99	88
9	COc1cc(-c2cn(-c3ccc(-n4cc(-c5cc(OC)c(OC)c(OC)c5)[nH]c4=O)cc3)c(=O)[nH]2)cc(OC)c1OC	102	92	94	115
10	Cc1cc(Cl)ccc1Nc1nc(C(F)(F)F)ccc1C(=O)N/N=C/c1c(Cl)cccc1Cl	11	-17*	7.7*	-27*
11	CN1C(=C=Cc2cc(I)c(O)c(I)c2)C(C)(C)c2ccccc21	91	93	84	52
12	COc1ccccc1NCCCO	93	107	96	107
13	COc1cc(OC)nc(NS(=O)(=O)c2ccc(NC(=O)c3ccc4ccccc4n3)cc2)n1	104	116	95	113
14	Cn1cc(-c2nc3ccccc3n2C)c2cccnc21	99	100	90	95
15	COc1ccc(-c2nc3sccn3c2/C=C2\C(=O)Nc3ccccc32)cc1O	95	90	156	95

No.	MDA-MB-468	K-562	MOLT-4	RPMI-8226
1	21	9.9*	25	19
2	80	81	88	68
3	66	95	85	87
4	109	89	95	.
5	106	112	113	99
6	91	85	82	92
7	106	97	101	94
8	106	103	99	110
9	94	110	95	77
10	.	7.4*	-17*	-15*
11	.	68	77	67
12	124	102	113	97
13	.	100	159	129
14	105	97	99	109
15	.	84	77	64

# By substructure: the compounds so far containing sulfur (5)
No.	SMILES	MDA-MB-435	MDA-MB-231	MCF7	SR
5	CC1(C)OC2C(CO)OC(n3cnc4c(=S)nc(N)[nH]c43)C2O1 (stereo not given)	106	102	96	69
6	COc1ccc(S(=O)(=O)NCCCNc2nccc(-c3[nH]c(-c4ccccc4)nc3-c3ccc(F)c(O)c3)n2)cc1	71	84	104	77
8	O=S(Cc1cc2c(cc1Br)OCO2)c1ccccc1 (stereo not given)	105	110	99	88
13	COc1cc(OC)nc(NS(=O)(=O)c2ccc(NC(=O)c3ccc4ccccc4n3)cc2)n1	104	116	95	113
15	COc1ccc(-c2nc3sccn3c2/C=C2\C(=O)Nc3ccccc32)cc1O	95	90	156	95

No.	MDA-MB-468	K-562	MOLT-4	RPMI-8226
5	106	112	113	99
6	91	85	82	92
8	106	103	99	110
13	.	100	159	129
15	.	84	77	64

# More results.
No.	SMILES	MDA-MB-435	MDA-MB-231	MCF7	SR
16	CC1=C(C)C(=O)C(N2CCN(C(C)C)CC2)=CC1=O	115	104	98	103
17	N#C/C(=C\c1ccc(-c2ccccc2Cl)o1)c1ccccc1	98	76	57	89
18	S=C(NCc1cccnc1)Nc1ccc(Cl)c(Cl)c1	93	102	89	115
19	Cc1coc(NS(=O)(=O)c2ccc(N=Nc3c(N)nc(N)nc3N)cc2)c1C	98	109	94	98
20	COC(=O)c1ccc2c(c1)nc(-c1cc3ccccc3[nH]c1=O)n2-c1cc(C(C)(C)C)[nH]n1	46	68	58	.
21	Nc1ccccc1-c1cc2c(c3c1[nH]c1ccccc13)CCCCCC2	95	93	80	88
22	COP(=O)(OC)/C(=N\NS(=O)(=O)c1ccc(C)cc1)c1ccccc1	106	119	89	.
23	CC(=O)[C@H]1CCC(=O)[C@]23CC(=O)[C@@H]4CC=CC[C@]4(C)[C@H]2CC[C@]13C	105	99	95	91
24	Clc1cccc(Cc2cn3cc(-c4ccc(Br)cc4)nc3s2)c1Cl	65&63	88&90	85&89	46
25	CC1=NNC(=O)C1C (stereo not given)	104	109	104	121
26	CCOc1ccccc1/C=N/N=C(N)N	108	85	92	111
27	CCC1CCc2nc3sc(C(=O)Nc4cccc(C)c4)c(N)c3cc2C1 (stereo not given)	-16*	80	19	11
28	COc1ccc(C(=O)/C=C/c2ccc(C)cc2)cc1S(=O)(=O)Nc1c(N)nc(SC)[nH]c1=O	101	97	55	62
29	O=C(Nc1cccc(Cl)c1)Nc1cc2ncncc2cc1OCc1cccc(F)c1	0.5*	27	6.0*	-1.3*
30	COc1ccccc1C1=C(Br)C(=O)c2nc(C)ccc2C1=O	104	97	91	105

No.	MDA-MB-468	K-562	MOLT-4	RPMI-8226
16	96	93	105	99
17	65	107	94	95
18	85	94	92	91
19	110	84	89	96
20	101	32	18	22
21	104	86	80	88
22	.	120	103	109
23	93	98	84	102
24	91&78	65&61	88&93	109&95
25	96	97	145	73
26	89	89	112	87
27	44	36	53	57
28	93	39	74	71
29	-2.4*	8.2*	4.8*	-0.5*
30	107	65	117	104

# The listing continues:
No.	SMILES	MDA-MB-435	MDA-MB-231	MCF7	SR
31	CC(c1ccc(Cl)cc1)N(CCN(C)C)c1ccccn1 (stereo not given)	95	82	96	.
32	O=C(O)c1cn(C2CC2)c2cc(N3CCN(C(=O)N/N=C/c4ccco4)CC3)c(F)cc2c1=O	114	85	99	112
33	O=C1[C@H]2Cc3c([nH]c4ccccc34)[C@H](c3ccc(Br)cc3)N2C(=O)CN1C1CCN(Cc2c(Cl)cccc2Cl)CC1	97	78	81	104
34	OCc1ccccc1C(c1ccc(O)cc1)c1ccc(O)cc1	102	122	115	92
35	COc1cc(OC)c2c(c1)O[C@@]1(OC)[C@H](c3ccccc3)CC(=O)[C@@]21O	108	103	95	110
36	CC(Nc1ncnc2ccc(-c3cnc(N)nc3)cc12)c1ccccc1 (stereo not given)	50	25	18	15
37	Cc1ccccc1C(=O)Oc1ccc(Cl)cc1Cl	100	103	86	98
38	O=C1Nc2cc(Cl)ccc2/C1=C\c1ccc(OCC(=O)c2ccc(Br)cc2)cc1	75	77	30	40
39	O=C(Nc1ccccc1)Nc1cccc(N=Cc2ccccc2O)c1	105	88	88	115
40	CCN(CC)C(=O)C(c1ccccc1)C1(O)CCCCC1CN(C)C (stereo not given)	103	114	111	98
41	COc1ccc(N=Nc2sc(=O)n(Cc3ccccc3)c2S)cc1	86	86	86	89
42	COc1cc(/C=C/C(=O)N2CCCC2)c(OC)c2c1OCO2	98	93	92	102
43	O=C(Cc1ccccc1Nc1c(Cl)cccc1Cl)NN1C(=O)/C(=C/c2ccc(F)cc2)SC1=S	106	108	96	116
44	COc1ccc(-c2cnnn2-c2cc(OC)c3c(c2)OCO3)cc1	-58*	4.2*	18	-30*
45	C/C(=C\CSc1ccccc1C(=O)O)CCCC(C)CCCC(C)CCCC(C)C (stereo not given)	72	76	50	19

No.	MDA-MB-468	K-562	MOLT-4	RPMI-8226
31	101	105	104	99
32	117	98	120	113
33	97	104	109	85
34	102	96	93	115
35	100	97	97	106
36	-29*	45	30	28
37	101	99	94	100
38	58	42	38	56
39	97	100	101	89
40	113	91	101	91
41	95	90	102	74
42	104	104	102	95
43	106	100	101	103
44	41	0.7*	4.1*	9.2*
45	60	36	16	35

# Further compounds.
No.	SMILES	MDA-MB-435	MDA-MB-231	MCF7	SR
46	Clc1cc(Cl)c2nc(-c3ccc(-c4ccc(/C=N/NC5=NCCN5)cc4)s3)cn2c1	99	74	58	11
47	COc1ccc(-c2nc(S(=O)(=O)c3ccc(C)cc3)c(S(C)(=O)=O)o2)cc1	-97*	-92*	-53*	.
48	CCOC(=O)C1CCCC1O (stereo not given)	104	112	102	84
49	CC1=C(CCN2CCOCC2)C(=O)N2N=C(c3ccccc3)OC2N1 (stereo not given)	98	98	85	79
50	c1csc(-c2cc(-c3cc(-c4cccs4)[nH]n3)n[nH]2)c1	114	.	75	.
51	O=C1/C(=C/c2cc(F)cc(F)c2)Cc2cc3c(cc21)OCO3	-44*	40	29	18
52	Cc1cc(O)cc(C)c1Cl	108&105	98&119	106&98	109&104
53	COc1ccc(Nc2cc(=O)[nH]c(N)n2)cc1	102	97	92	97
54	Clc1ccc(OCCBr)cc1	100	101	96	93
55	C/C(=N\Nc1ccc(Cl)cn1)c1ccccn1	26	31	3.9*	4.9*
56	O=C(c1ccccc1)c1ccc(F)cc1	103	102	112	112
57	O=C(O)/C=C/c1cn(-c2ccccc2)nn1	103	115	90	91
58	O=C1c2ccccc2C(=O)c2c(N=Nc3sc(Nc4ccc(Cl)cc4)nc3O)cccc21	102	107	90	87
59	O=C(Nc1ccncc1)C(=O)c1cn(S(=O)(=O)c2cccc3ccccc23)c2ccccc12	-7.6*	75	52	21
60	Nc1ccccc1NC(=O)c1ccc(CN2CC(=O)N[C@@H](Cc3c[nH]c4ccccc34)C2=O)cc1	96	109	80	71

No.	MDA-MB-468	K-562	MOLT-4	RPMI-8226
46	103	3.7*	73	38
47	-93*	.	.	-40*
48	106	97	94	115
49	132	96	96	89
50	77	85	98	95
51	8.6*	18	43	52
52	92&109	118&118	110&105	128&104
53	102	111	105	97
54	98	98	104	99
55	-41*	5.6*	2.1*	8.6*
56	101	109	107	130
57	105	.	95	107
58	108	91	82	97
59	19	19	69	43
60	94	93	111	74

# Carrying on.
No.	SMILES	MDA-MB-435	MDA-MB-231	MCF7	SR
61	CC(C)Cn1cnc2c(SCCc3ccccc3)nc(N)nc21	113	96	82	87
62	CC1=CC(c2ccc(Cl)cc2)N2N=CSC2=N1 (stereo not given)	101	103	103	109
63	COc1ccc(-c2cc(C(=O)OCCO)c(C)n2-c2ccc(Cl)cc2)cc1	78	89	98	.
64	O=[N+]([O-])c1ccc2cc[nH]c2c1	105	109	110	103
65	CCOC(=O)C(C#N)C(=N)CC(=O)O (stereo not given)	102	116	90	102
66	OCc1ccccc1CC(O)C(O)c1ccccc1 (stereo not given)	101	104	93	98
67	O=C(c1cccc(F)c1)n1ccc2cc(NC(=S)NCCCl)ccc21	99	98	89	101
68	O=C(Nc1ccc2ncnc(Nc3ccc(S(=O)(=O)Nc4ccccn4)cc3)c2c1)c1cccs1	92	95	83	95
69	Clc1cnc(Nc2ccc(OCCN3CCCC3)cc2)nc1NCc1ccco1	34	-5.1*	-1.0*	.
70	CC/C=C\C/C=C/C=C1/C(=O)C=C[C@@H]1C/C=C\CCCC(=O)O	99	107	72	73
71	CN(C)CCN(Cc1ccccc1)c1ccc2ccccc2n1	94	87	87	99
72	O=C1CCCC(C(=O)NCc2ccc(Cl)cc2Cl)N1 (stereo not given)	109	105	98	89
73	Cc1nn(C)c2ncnc(N/N=C/c3cccc(O)c3O)c12	24	25	15	7.8*
74	CCC(CCC(C)C1CCC2C3CC=C4CC(O)CCC4(C)C3CCC12C)C(C)C (stereo not given) (tested in a mixture with another compound)	85	115	96	.
75	Nc1nc(N)c(Br)c(Nc2ccc(Cl)c(Cl)c2)n1	113	77	69	92

No.	MDA-MB-468	K-562	MOLT-4	RPMI-8226
61	49	.	87	86
62	110	110	108	101
63	57	72	65	82
64	105	101	117	102
65	.	99	105	123
66	105	95	106	102
67	83	90	87	96
68	88	97	104	109
69	17	16	.	6.9*
70	91	83	93	79
71	93	93	104	90
72	104	88	96	103
73	-11*	13	3.8*	-8.1*
74	114	82	71	81
75	74	98	84	81

# (further entries)
No.	SMILES	MDA-MB-435	MDA-MB-231	MCF7	SR
76	COc1cc(F)c(/C=C/c2cc(/C=C/c3cc(OC)c(OC)cc3F)n(-c3cccc(C(F)(F)F)c3)n2)cc1OC	99	106	93	89
77	Fc1ccc(Cn2cc(CSc3nc4ccccc4s3)nn2)cc1F	102	87	94	96
78	c1csc(-c2cn3ccnc3c(-c3ccc4ncn(C5CCCCC5)c4c3)n2)c1	107	89	101	73
79	O=C(COc1ccc(NC(=O)Nc2ccc(Cl)cc2)cc1)N=Nc1c(O)[nH]c2ccccc12	96	98	92	.
80	COC(=O)[C@]12CCC(C)(C)C[C@H]1[C@]13O[C@H](C1=O)[C@@H]1[C@@]4(C)CC[C@H](OC(C)=O)C(C)(C)[C@@H]4CC[C@@]1(C)[C@]3(C)CC2	96[100 µM]	87[100 µM]	89[100 µM]	110[100 µM]
81	N#CCCc1c(O)ccc2ccccc12	113	112	101	90
82	CCCCN(CCCC)C(=N)c1ccnc2ccccc12	105	119	.	93
83	CCSc1nc(N)c2c(-c3ccc(Cl)cc3)c3c(nc2n1)C(C)CCC3 (stereo not given)	109	85	95	106
84	COC1=C(OC)C(=O)C(OC)=C(OC)C1=O	103	46	100	94
85	O=C1NC(=Nc2ccc(Cl)cc2)/C(=C/N2N=C(c3ccc(Cl)cc3)CC2c2ccc(F)cc2)S1 (stereo not given)	98	83	84	102
86	Cc1ccc(S(=O)(=O)n2cc(-c3csc(-c4c[nH]c5ncccc45)n3)c3ccccc32)cc1	94	89	83	90
87	CC[C@H](C)[C@@H]1NC(=O)[C@@H]([C@@H](C)CC)NC(=O)CC(=O)[C@H](C)[C@H](/C=C(\C)C[C@@H](C)C/C(C)=C/c2cnco2)OC1=O	106	103	99	91

No.	MDA-MB-468	K-562	MOLT-4	RPMI-8226
76	106	81	87	83
77	99	94	92	95
78	85	73	69	48
79	106	.	.	97
80	93[100 µM]	77[100 µM]	80[100 µM]	79[100 µM]
81	110	97	99	105
82	117	110	43	83
83	69	67	67	86
84	33	87	-25*	102
85	94	73	86	75
86	78	93	92	93
87	97	103	100	102
